# Compound activity as filed in PubChem BioAssay.
# TDP1 cell CPT = DT40-hTDP1 cell growth loss with CPT. Potency, µM (doses to about 46.2 µM), for the others: at the highest dose activity change, negative = growth inhibition, hits mostly inhibitors. chicken DT40 Tdp1-/-;hTDP1 cells + 20 nM CPT, ATP luminescence, 48 h. actives 12% (n = 420,000); also: nearly all actives have a fitted effect of over 55% in size
#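 Chicken DT40 Tdp1-/- cells stably complemented with human TDP1 were seeded at 400 cells/well in medium containing 20 nM camptothecin, exposed to pin-transferred compounds, and grown at 37 °C for at least 48 hr. Viability was read as ATP luminescence.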
# TDP1 cell noCPT = qHTS for Inhibitors of human tyrosyl-DNA phosphodiesterase 1 (TDP1): qHTS in cells in absence of CPT. DT40 Tdp1-/- hTDP1 cells, no CPT, ATP luminescence, 48 h. Potency, µM (doses to about 46.2 µM), for the others: at the top dose activity change, negative = growth inhibition, hits mostly inhibitors. actives 15% (n = 420,000). AID 686978, 2013; also: nearly all actives have a fitted effect of over 55% in size
#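 Growth kinetics read by CellTiter-Glo luminescence after ≥48 hr at 37 °C. Cells: DT40 Tdp1-/- stably carrying human TDP1, 400 per well, compound exposure in the absence of CPT (DMSO vehicle).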
# KAT2A inh = inhibitors of human GCN5L2 histone acetyltransferase; AID 504327; GCN5L2 HAT assay, ThioGlo1 CoA-SH fluorescence; actives 0.21% (n = 390,000); Potency, µM (highest dose often 58.9 µM), without a hit: at the top dose activity change, negative = inhibition, usual class: inhibitors
# Target sequence (Q92830 whole entry, looked up): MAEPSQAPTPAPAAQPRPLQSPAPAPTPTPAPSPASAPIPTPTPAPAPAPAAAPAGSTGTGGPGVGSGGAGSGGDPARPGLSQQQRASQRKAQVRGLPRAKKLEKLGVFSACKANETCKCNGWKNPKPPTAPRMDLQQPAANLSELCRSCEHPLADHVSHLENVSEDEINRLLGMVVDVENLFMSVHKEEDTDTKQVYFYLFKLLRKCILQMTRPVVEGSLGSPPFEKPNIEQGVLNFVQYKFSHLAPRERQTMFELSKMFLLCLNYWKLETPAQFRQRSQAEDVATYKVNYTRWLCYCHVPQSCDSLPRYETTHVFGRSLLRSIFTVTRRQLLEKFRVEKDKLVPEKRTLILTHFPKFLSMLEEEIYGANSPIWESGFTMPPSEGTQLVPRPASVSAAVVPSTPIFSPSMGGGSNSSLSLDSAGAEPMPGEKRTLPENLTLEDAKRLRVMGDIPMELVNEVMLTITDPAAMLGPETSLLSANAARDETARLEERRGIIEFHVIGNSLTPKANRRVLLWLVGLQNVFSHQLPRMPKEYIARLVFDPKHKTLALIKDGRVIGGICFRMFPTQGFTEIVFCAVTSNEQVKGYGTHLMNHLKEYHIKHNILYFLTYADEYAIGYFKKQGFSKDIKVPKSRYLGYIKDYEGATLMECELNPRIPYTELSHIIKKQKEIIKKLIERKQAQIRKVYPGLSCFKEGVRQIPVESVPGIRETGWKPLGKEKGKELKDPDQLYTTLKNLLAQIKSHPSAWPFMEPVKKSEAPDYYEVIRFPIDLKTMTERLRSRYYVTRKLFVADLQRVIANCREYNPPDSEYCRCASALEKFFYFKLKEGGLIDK
#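 Enzyme at 20nM final was mixed with library compounds for 15 min at room temperature. Peptide H3(1-25) at 75uM, acetyl-CoA at 70uM and ThioGlo1 at 50uM were then added. Plates were read immediately and after 20 min (Ex340nm/Em540nm).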
# * = called active by the depositor; ? = inconclusive; . = no result given; & = joins results of further samples. Calls follow the shape of the dose curve; as a rule, active = well fitted curve in the direction sought with a large enough effect; inconclusive = small, poorly fitted or top-dose-only effect, or another doubt; inactive = no such curve, though single readings can be large; an effect the other way counts as inactive or inconclusive. % is scaled to controls: 0 for no effect and ±100 for the full control effect; potency is read from the fitted curve at half-maximal effect. Not all compounds are listed; the hit share may differ from the screen's.
# Preview (2 entries):
# Below each compound – TDP1 cell CPT, TDP1 cell noCPT, KAT2A inh
> COc1ccc(-c2cc(C(=O)Nc3c(C)nn(Cc4ccc(F)cc4)c3C)no2)cc1OC
  ?, ?, 2%
> Cc1nc2sc(C(c3ccc(Cl)cc3)N3CCN(c4ccccc4F)CC3)c(O)n2n1 (centres undefined)
  -20%, -30%, -13%

# Results (from the top)
# Below each compound – TDP1 cell CPT, TDP1 cell noCPT, KAT2A inh
> COc1ccc(-c2cc(C(=O)Nc3c(C)nn(Cc4ccc(F)cc4)c3C)no2)cc1OC
  ?, ?, 2%
> Cc1nc2sc(C(c3ccc(Cl)cc3)N3CCN(c4ccccc4F)CC3)c(O)n2n1 (centres undefined)
  -20%, -30%, -13%
> Cn1c(Cn2nnc3ccccc32)nnc1SCC(=O)c1ccccc1F
  ?, ?, 2%
> CC(NC(=O)[C@H](C)NC(=O)c1ccco1)c1ccc(S(N)(=O)=O)cc1 (some centres undefined)
  -7%, -11%, -3%
> CSc1ccc(CN2CCCCCC2)cc1
  7%, 4%, 1%
> COc1ccc2oc(C(=O)OCC(=O)NCCc3ccccc3)c(C)c2c1
  -7%, -14%, 2%
> COC(=O)CCC(=O)c1oc2ccc(OC)cc2c1N
  3%, 3%, 0%
> CC(C)Nc1ncnc2c1ncn2[C@H]1CN(Cc2ccc(F)cc2)C[C@@H](CO)O1
  2%, 5%, .
> COc1ccc(S(=O)(=O)Cc2ccc(C(=O)NCCc3cc(OC)ccc3OC)o2)cc1
  ?, ?, -10%
> NC(=O)c1ccccc1NC(=O)c1ccc2c(c1)OCO2
  -11%, ?, -3%
> Cc1ccc(C(=O)NC23CC4CC(CC(C4)C2)C3)c(Cl)c1
  ?, ?, -9%
> CC1(C)CC(Cc2cccc(C(F)(F)F)c2)N(C(=O)OC(C)(C)C)C1 (centres undefined)
  4%, -10%, .
> Cc1c(Cl)cccc1NC(=O)COC(=O)c1ccc(CN2CCCC2=O)cc1
  -6%, 12%, -4%
> Cc1csc(=O)n1CCC(=O)OCC(=O)c1ccc(Br)cc1
  -17%, -8%, -4%
> CCNC(=S)Nc1ccc(Cl)cc1Cl
  -7%, -11%, 0%
> Cc1cc(-c2n[nH]c(=S)n2/N=C/c2ccc(C)o2)n[nH]1
  -7%, -28%, -1%
> O=C(COc1ccccc1)NCc1nnc2c3ccccc3c(-c3ccccc3)nn12
  ?, ?, 26%
> Oc1ccccc1C=NNC(=S)Nc1ccc(F)cc1
  0.92µM*, 1.5µM*, .
> C1CCc2c(nc3nnnn3c2N2CCOCC2)C1
  -5%, -19%, -3%
> CCOc1ccccc1-c1nnc(SCC(=O)NC2CC2)n1CC
  5%, 4%, -15%
> COc1ccccc1NC(=O)Cn1c(SCC(=O)NCc2ccccc2)nc2ccccc21
  -12%, ?, 4%
> Cc1ccc(NCC(=O)N=Nc2c(O)[nH]c3ccc([N+](=O)[O-])cc23)cc1
  ?, 23µM*, ?
> O=c1c2ccccc2c(C=NCCCN2CCOCC2)c(O)n1Cc1ccc2c(c1)OCO2
  -31%, ?, -9%
> C=CCC(NC(=O)N(C)C)(C(C)=O)C(=O)OC (centres undefined)
  23%, 8%, .
> COc1ccc(CN2C(=O)C(C)Oc3ccccc32)cc1 (centres undefined)
  -1%, ?, -7%
> CCN(CC)C(=O)[C@H]1CC(CC(=O)NCc2ccc(OC)c(OC)c2)C(=O)N2CCc3c([nH]c4ccc(OC)cc34)[C@]12C (some centres undefined)
  -2%, -11%, -2%
> COc1ccc(Nc2nc(-c3cccs3)nc3ccccc23)cc1
  ?, 23µM*, -6%
> CC(=O)N1CCN(CC(=O)Nc2cc(S(=O)(=O)N3CCOCC3)ccc2C)CC1
  5%, -16%, -9%
> COC(=O)C1=C(C(=O)OC)[C@@H]2N(Cc3ccccc3)c3ccccc3[C@@]23C[C@@H](C(=O)OC)N(C(=O)C2CCC2)C3=N1
  1%, -1%, .
> COc1ccc(/C=C(\NC(=O)c2ccc(C)cc2)C(=O)NCCCN2CCOCC2)cc1OC
  13%, 1%, -1%

# Record cards, as listed above. Order of screens: TDP1 cell CPT | TDP1 cell noCPT | KAT2A inh
# `Cc1cc(-c2n[nH]c(=S)n2/N=C/c2ccc(C)o2)n[nH]1` as listed: -7% | -28% | -1%
# `Oc1ccccc1C=NNC(=S)Nc1ccc(F)cc1` as listed: 0.92µM* | 1.5µM* | .
# `CCN(CC)C(=O)[C@H]1CC(CC(=O)NCc2ccc(OC)c(OC)c2)C(=O)N2CCc3c([nH]c4ccc(OC)cc34)[C@]12C` (some centres undefined) as listed: -2% | -11% | -2%
# `CC(=O)N1CCN(CC(=O)Nc2cc(S(=O)(=O)N3CCOCC3)ccc2C)CC1` as listed: 5% | -16% | -9%
# `COc1ccc(Nc2nc(-c3cccs3)nc3ccccc23)cc1` as listed: ? | 23µM* | -6%

# Remaining list, next part:
# Below each compound – TDP1 cell CPT, TDP1 cell noCPT, KAT2A inh
> CCN(CC)CCN(C(=O)C1=COCCO1)c1nc2cc(C)cc(C)c2s1
  ?, ?, -4%
> CCOc1ccc(NC(=O)C2CCN(S(=O)(=O)c3c(C)noc3/C=C/c3c(C)cc(C)cc3C)CC2)cc1
  9.2µM*, 6.5µM*, -21%
> O=C(COc1ccc2ccccc2c1)N1CCN(c2ccccc2O)CC1
  ?, ?, -6%
> CCCNC(=O)C1(C)CCN(Cc2cc(C(F)(F)F)ccc2Cl)C1 (centres undefined)
  23µM*, 15µM*, .
> CCOCCCn1c(=S)[nH]c2ncccc2c1=O
  -6%, -2%, ?
> CCOC(=O)N1CCc2c(sc3c2c(=O)n(-c2ccccc2C(F)(F)F)c(=O)n3Cc2ccccc2C)C1
  18µM*, ?, -13%
> O=C(c1cnsn1)N1CCCC(Nc2ccc(F)c(F)c2)C1 (centres undefined)
  -13%, 3%, 1%
> Cc1ccc(NS(=O)(=O)c2ccc3c(c2)CCCN3C(=O)C2CCC2)cc1Cl
  ?, 23µM*, -3%
> CN(C)C(=O)Cn1c(=O)n(C)c2ccccc21
  1%, 3%, 0%
> CC1=CC=CC2=N/C(=N\S(=O)(=O)c3ccc(F)cc3F)c3ccccc3CN12
  -5%, -23%, 1%
> O=C(CSc1nnc(-c2cccnc2)o1)Nc1ccc(F)cc1
  5%, 1%, .
> COC(=O)c1scc(-c2ccc(C)cc2)c1S(=O)(=O)Nc1cc(C)c(Cl)cc1OC
  4.6µM*, 23µM*, -13%
> Cc1nn(Cc2ccccc2)c(Cl)c1/C=N/NC(=O)c1cccnc1
  -2%, ?, 3%
> O=C(CN1C(=O)c2ccccc2S1(=O)=O)Nc1cccnc1
  -1%, -8%, -1%
> CC(=O)c1ccc(NC(=O)COC(=O)c2c[nH]c3ccccc23)cc1
  0%, -9%, -4%
> O=C1CC(c2ccc3ccccc3c2)NN1 (centres undefined)
  26µM*, ?, -14%
> COc1ccccc1NC(=O)c1ccc(NC(=O)CNC(=O)c2ccc(OC)c(OC)c2)cc1
  -26%, ?, 0%
> CSc1ccc(-c2nc3cc(C)ccn3c2Nc2ccc(C)cc2)cc1
  -23%, ?, -4%
> CC(C)CC(=O)NC(=S)NNC(=O)c1cccc([N+](=O)[O-])c1
  ?, ?, -6%
> O=C(N=Nc1c(O)[nH]c2ccc([N+](=O)[O-])cc12)c1cc(-c2ccccc2Cl)nc2ccccc12
  ?, -29%, -16%
> COc1ccc(CNC(=O)Nc2nc(C(N)Cc3ccc(F)cc3)cs2)cc1 (centres undefined)
  ?, 16µM*, .
> c1ccc(-n2ncc3c(N4CCC5(CC4)OCCO5)ncnc32)cc1
  ?, ?, -5%
> CC(C)C(=O)Nc1c2c(nn1-c1ccc([N+](=O)[O-])cc1)CS(=O)(=O)C2
  14%, -6%, 0%
> COc1ccc(NC(=O)c2cc(C)nn2-c2ccccc2)cc1
  2%, ?, -2%
> COC(=O)C1(CCSC)NC(c2ccco2)C2C(=O)N(C)C(=O)C21 (centres undefined)
  -21%, 0%, -5%
> COc1cccc(Sc2cc(N3CCOCC3)nc(-c3ccccc3)n2)c1
  ?, -32%, -6%
> Cc1ccc(N2C(=O)CC(Cc3cc(C)cc(C)c3)C2=O)cc1 (centres undefined)
  -7%, -5%, -10%
> O=C(Nc1cccc(C(F)(F)F)c1)c1cnn(-c2cccc(F)c2)c1C1CCNCC1
  ?, ?, 12%
> COC(=O)c1cc(=O)nc2sc3ccccc3n12
  0%, -21%, -6%
> COc1ccc(Cl)cc1NC(=O)c1sc2nc3n(c(=O)c2c1C)CCC3
  -2%, -5%, -8%
> CC(=O)Oc1ccc([N+](=O)[O-])cc1N1C(=O)c2ccccc2C1=O
  6%, 1%, -7%
> Cc1cc(=O)c(C(=O)O)nn1-c1ccccc1C(F)(F)F
  3%, -2%, 0%
> CCOc1ccc(CCN2C(=S)N([C@@H](CC(C)C)CN3CCC[C@@H]3CN3C(=S)NC[C@@H]3Cc3ccc(O)cc3)C[C@@H]2CC(C)C)cc1
  ?, 23µM*, .
> O=C(O)c1c2c(nc3ccccc13)CCCCC2
  -18%, 11%, 0%
> Cc1cnc(C(=O)NCC(c2ccccc2)c2ccccc2)cn1
  ?, ?, -1%
> O=C(NCCN1CCCC1)c1ccc2c(c1)N(Cc1cccc(Cl)c1)C(=O)c1ccccc1S2(=O)=O
  ?, 5%, -1%
> CC1N(C)c2cccc3cccc(c23)N1C
  -13%, ?, -5%
> O=C(NCCc1ccccc1)c1ccc(Cn2c(SCc3ccc(F)cc3)nc3cccnc32)cc1
  ?, -29%, -5%
> O=C(O)c1cc(=O)cc(C(=O)O)[nH]1
  -13%, -1%, -5%&-3%
> Nc1ccn(C2CCCCO2)c(=O)n1 (centres undefined)
  0%, -6%, .
> CN1CCC(=NNC(=O)c2ccc(N(Cc3ccc(Cl)cc3)S(C)(=O)=O)cc2)CC1
  5%, -8%, -4%
> Cc1nn(CCCC(=O)Nc2sc3c(c2C#N)CCC3)c(C)c1[N+](=O)[O-]
  -28%, ?, -9%
> O=C1/C(=C/C=C/c2ccco2)SC(=S)N1NS(=O)(=O)c1ccccc1
  ?, 7%, 20µM*
> CCCCN(C(=O)CC(c1ccccc1)c1ccccc1)c1c(N)n(CCC)c(=O)[nH]c1=O
  20%, 0%, -5%
> CCn1c(C)[n+](Cc2ccccc2)c2ccc(Cl)cc21
  10µM*, 12µM*, -14%
> Cc1ccc(S(=O)(=O)N2CCCC(C(=O)N(Cc3cccs3)C3CC3)C2)cc1 (centres undefined)
  13µM*, 13µM*, -6%
> O=C(CC12CC3CC(CC(Br)(C3)C1)C2)Nc1nncs1
  1%, -12%, -6%
> O=C(CCNS(=O)(=O)c1ccccc1C(F)(F)F)N1CCN(C(c2ccccc2)c2ccccc2)CC1
  12µM*, 8.2µM*, -9%
> c1ccc(Cn2nnnc2C(c2cccs2)N2CCOCC2)cc1 (centres undefined)
  -7%, -1%, -15%
> CCOc1cc(N2CCOCC2)c(OCC)cc1NC(=O)COC(=O)c1c(CC)noc1C
  ?, ?, -4%
> CCNc1ncc2nc(-c3cccs3)c(=O)n(-c3ccc(OC)cc3)c2n1
  -15%, ?, -12%
> O=C1ON=C(c2ccccc2)/C1=C/c1ccc(O)cc1
  23µM*, ?, -29%
> CCN(CC)S(=O)(=O)c1ccc(N2CCOCC2)c(NC(=O)c2ccc(C#N)cc2)c1
  -12%, -9%, -4%
> C/C(=N\NC(=O)c1nn(C)c(C)c1Br)c1ccc(NC(=O)c2ccccc2F)cc1
  ?, -27%, -1%
> CSc1ccc(CCNC(=O)c2ccc(-n3c(C)cc4c3CCC(C)C4)cc2)cc1 (centres undefined)
  3%, -9%, -13%
> c1ccc(-c2nc3ccccn3c2-c2ccccc2)cc1
  ?, 12µM*, .
> CCOC(=O)CC1C(=O)NCCN1S(=O)(=O)c1ccc(NC(C)=O)cc1 (centres undefined)
  -16%, 5%, -1%
> COCCCn1nnnc1SCC(=O)N1c2ccccc2CC1C (centres undefined)
  -9%, ?, 0%
> NC(=O)c1cccnc1Nc1cccc([N+](=O)[O-])c1
  3%, -8%, -10%
> COc1cccc(Nc2nc(-c3ccccc3O)nc3ccccc23)c1
  ?, ?, -8%

# Remaining list, next part.
# Below each compound – TDP1 cell CPT, TDP1 cell noCPT, KAT2A inh
> Cc1cccc(C(=O)OCC(=O)N(C)c2ccccc2)c1C
  0%, ?, 0%
> COc1ccc(-c2cc(C(F)(F)F)c(C#N)c(=O)[nH]2)cc1
  -14%, 4%, -9%
> CCN(CC)c1ccc(NC(=O)CN2C(=O)c3cccnc3Oc3ccccc32)c(C)c1
  16µM*, 16µM*, -8%
> Cc1ccc(-n2nc3c(=O)n(C(C)C(=O)NCCCc4ccccc4)nc(C)c3c2C)cc1 (centres undefined)
  16µM*, 9.2µM*, -6%
> COc1cc(/C=C2\SC(=S)N(CCC(=O)Nc3ccccc3)C2=O)cc(OC)c1OC
  ?, ?, 0%
> CCOC(=O)C1C(c2ccccc2)NC(=S)NC1(C)O (centres undefined)
  12%, 0%, -3%
> CC[C@]1(c2ccccc2)C(=O)N(C(=O)OC)N1C(=O)OC
  21µM*, 16µM*, -2%
